Source: PubChem (several laboratories)
Cdc42 wt: modulators of GTP binding to wildtype Cdc42, primary screen, biochemical, multiplex bead flow cytometry, Bodipy-GTP; percent activity (GTP binding), % at 10 µM; actives 0.2% (n = 190,000); GST-Cdc42 beads; actives lie on both sides; AID 761, 2007;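 active means percent activity GTP binding at least 20 points away from the 100% baseline, either down as inhibitor or up as activator; inconclusive means compound flagged as likely green fluorescent from well-wide comparison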;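 further: median bead fluorescence of bound Bodipy-FL-GTP at 100 nM; 0% = excess unlabeled GTP control and 100% = no compound control; below 100% means less GTP binding so inhibitor and above means activator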
Target sequence (P60953 whole entry, looked up): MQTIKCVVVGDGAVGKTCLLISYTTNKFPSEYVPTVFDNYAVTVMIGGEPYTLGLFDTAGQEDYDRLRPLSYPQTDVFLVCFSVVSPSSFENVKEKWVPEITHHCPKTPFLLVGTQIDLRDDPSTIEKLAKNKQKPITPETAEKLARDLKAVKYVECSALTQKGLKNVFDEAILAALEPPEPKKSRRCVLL
Rab7 wt modul: modulators of GTP binding to Rab7, primary screen, biochemical, wildtype, multiplex bead flow cytometry; Rab7 GTPase wild type (dog), Bodipy-FL-GTP binding; GST-Rab7 beads, fluorescent GTP binding; actives lie on both sides; untreated = 100%, excess cold GTP = 0%; GTP binding activity (percent of control), % at 10 µM; actives 0.055% (n = 190,000); AID 758, 2007;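 active means fluorescent GTP binding to Rab7 beads changed by at least 20 points from the 100% baseline, either direction, mostly lower; inconclusive means compound itself probably fluorescent, or too few beads counted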;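 further: median green fluorescence of bound Bodipy-FL-GTP per Rab7 bead population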
HRas wt GTP: modulators of GTP binding to HRas wildtype, primary screen, biochemical, bead-based flow cytometry, multiplex | GTPase HRas (Homo sapiens), P01112 | GTP binding activity, % at 10 µM | AID 759, 2007 | GST-Ras wt beads, Bodipy-FL-GTP binding; actives lie on both sides | actives 0.14% (n = 190,000);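 active means GTP binding activity at least 20% away from the 100% baseline, either lowered as inhibitor or raised as activator; inconclusive means flagged as likely green fluorescent, judged across all proteins in the well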;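 further: 0% = unlabeled GTP competition control and 100% = no-compound control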
Target sequence (P01112 whole entry, looked up): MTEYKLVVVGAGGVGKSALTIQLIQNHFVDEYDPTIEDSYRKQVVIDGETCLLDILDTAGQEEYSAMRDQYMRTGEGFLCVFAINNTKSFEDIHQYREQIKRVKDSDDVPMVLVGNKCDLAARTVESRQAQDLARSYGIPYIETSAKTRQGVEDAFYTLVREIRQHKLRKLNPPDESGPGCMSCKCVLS
GSH fluor: compound fluorescence on glutathione beads, profiling panel, artefact control, biophysical, 488/530 nm, flow cytometry. GSH beads flow cytometry, compound fluorescence 488/530 nm; hits give high values. fluorescence (KMESF) at 10 µM. actives 0.25% (n = 190,000). AID 1776, 2009; in the data active means fluorescence above about 89;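 further: glutathione beads carrying GST-tagged Bcl family fusion proteins plus one bare bead set; values are compound well signal with DMSO vehicle wells as background; inactives centre near 16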
ABCG2 inh: ABCG2 efflux pump inhibitors, primary screen, multiplex with ABCB1, IgMXP3 cells, flow cytometry; Broad substrate specificity ATP-binding cassette transporter ABCG2 (Homo sapiens), Q9UNQ0; JC-1 efflux; inhibition, % at 6.6 µM; actives 0.1% (n = 190,000); AID 1325, 2008;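 active means inhibition above 80%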;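 further: 0% = DMSO and 100% = nicardipine control wells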
Target sequence (Q9UNQ0 whole entry, looked up): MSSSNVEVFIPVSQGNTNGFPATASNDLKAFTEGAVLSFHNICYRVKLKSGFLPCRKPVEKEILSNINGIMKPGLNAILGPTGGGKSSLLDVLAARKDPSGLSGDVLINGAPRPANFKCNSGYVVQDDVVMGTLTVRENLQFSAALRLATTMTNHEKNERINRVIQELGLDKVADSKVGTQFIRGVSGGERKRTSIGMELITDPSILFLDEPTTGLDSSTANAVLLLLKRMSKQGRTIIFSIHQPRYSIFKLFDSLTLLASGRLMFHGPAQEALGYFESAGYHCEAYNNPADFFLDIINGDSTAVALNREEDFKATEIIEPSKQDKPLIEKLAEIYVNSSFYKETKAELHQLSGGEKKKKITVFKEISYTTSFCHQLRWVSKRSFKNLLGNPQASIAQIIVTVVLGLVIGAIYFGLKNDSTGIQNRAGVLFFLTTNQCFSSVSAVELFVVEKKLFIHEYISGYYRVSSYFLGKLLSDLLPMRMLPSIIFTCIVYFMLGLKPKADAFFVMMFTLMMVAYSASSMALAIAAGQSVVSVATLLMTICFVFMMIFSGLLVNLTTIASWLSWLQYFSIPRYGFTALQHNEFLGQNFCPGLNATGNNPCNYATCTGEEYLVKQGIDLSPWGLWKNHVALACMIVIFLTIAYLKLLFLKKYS
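Test system: IgMXP3 cells (ABCG2) mixed with DDAO far-red-labelled CCRF-Adr cells (ABCB1). Reagent: JC-1 transporter substrate. Compound dosing: single test compound dose, 6.6 µM final. Times: 10 min compound exposure, 25 °C. Detection: flow cytometry of retained JC-1 fluorescence. Read-out basis: efflux inhibition in percent versus controls. Controls: nicardipine and DMSO wells.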
Avidin bead fluor: green autofluorescence of compounds with avidin beads – biophysical, 488/530 nm, flow cytometry, artefact control, profiling panel; compound fluorescence 488/530 nm; hits give high values; fluorescence (KMESF) at 10 µM; actives 0.38% (n = 220,000); AID 1775, 2009; in the data active means fluorescence above about 47; further: inactives centre near 10
Rac1 mut GTP: GTP binding modulators of activated mutant Rac1, primary screen, biochemical, bead-based flow cytometry, multiplex, fluorescent GTP; GST-Rac1 activated beads; actives lie on both sides; 100% means binding = to untreated wells; Ras-related C3 botulinum toxin substrate 1 (Homo sapiens), P63000; percent activity (GTP binding), % at 10 µM; actives 0.11% (n = 190,000);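 active means GTP binding at least 20 percentage points away from the 100% baseline, in either direction, so actives lie on both sides; inconclusive means Compound likely fluorescent itself, or too few beads counted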
Rab2 wt GTP: modulators of GTP binding to Rab2A wildtype, primary screen, biochemical, dog, bead-based flow cytometry, multiplex. AID 760, 2007. GST-Rab2 wt beads, Bodipy-GTP binding. Ras-related protein Rab-2A (Canis lupus familiaris), P61105. GTP binding activity, % at 10 µM. actives 0.19% (n = 190,000);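 active means GTP binding activity at least 20 points away from 100%, either lowered or raised; inconclusive means signal likely due to the compound's own green fluorescence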;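 further: 0% = beads with excess unlabeled GTP and 100% = no-compound control corrected for plate trend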
ABCB1 inh: ABCB1 efflux pump inhibitors, primary screen, cell-based, multiplex, flow cytometry, ABCG2 counter-screen; ATP-dependent translocase ABCB1 (Homo sapiens), P08183; CCRF-Adr cells, JC-1 efflux; inhibition, % at 6.6 µM; actives 0.067% (n = 190,000); AID 1326, 2008; in the data active means inhibition above about 40%;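 further: 0% = vehicle and 100% = reference inhibitor; higher value means more JC-1 retained so stronger ABCB1 efflux block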
Pf gamet viab: late stage P. falciparum gametocyte viability inhibitors, primary screen, ATP luminescence, HTS | P. falciparum stage V gametocytes, 24 h | inhibition, % at 10.9 µM | actives 0.065% (n = 150,000) | AID 743093, 2013;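 active means inhibition above the mean plus 3 SD of compounds within the control limits, set per campaign, cut at about 38% in these data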;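 further: 0% = DMSO wells and 100% = medium only without gametocytes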
Rac1 wt modul: wildtype Rac1 GTP binding modulators, primary screen, biochemical, GST-Rac1 beads, flow cytometry, multiplex; Ras-related C3 botulinum toxin substrate 1 (Homo sapiens), P63000; fluorescent GTP binding; actives lie on both sides; 0 = cold GTP competed, 100 = untreated; AID 757, 2007; actives 0.27% (n = 190,000); GTP binding activity (% of control), % at 10 µM;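 active means GTP binding activity at least 20 points away from the 100% control level, either lower or higher; inconclusive means compound flagged as likely green fluorescent, judged across all proteins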
* marks the source's active call; other numbers are inactive results.

What do the screens show for `CCCN(CCC)CCSc1nc(O)c(C(C)C)c(=O)[nH]1`?
Cdc42 wt: 101.0; Rab7 wt modul: 101.0; HRas wt GTP: 103.0; GSH fluor: 44; ABCG2 inh: 1.1; Avidin bead fluor: 12; Rac1 mut GTP: 98.0; Rab2 wt GTP: 100.0; ABCB1 inh: 0.1; Pf gamet viab: 16.4; Rac1 wt modul: 108.0

Results for CCOC(=O)c1cnc(SCC(=O)N2CCc3ccccc32)nc1N ?
Cdc42 wt: 100.0; Rab7 wt modul: 101.0; HRas wt GTP: 100.0; GSH fluor: 8; ABCG2 inh: 2.2; Avidin bead fluor: 10; Rac1 mut GTP: 98.0; Rab2 wt GTP: 100.0; ABCB1 inh: 0.2; Rac1 wt modul: 106.0

What do the screens show for `CCOc1ccc(NC(=O)COC(=O)c2c(OC)cccc2OC)cc1`?
Cdc42 wt: 97.0; Rab7 wt modul: 99.0; HRas wt GTP: 98.0; GSH fluor: 8; ABCG2 inh: 2.6; Avidin bead fluor: 14; Rac1 mut GTP: 95.0; Rab2 wt GTP: 97.0; ABCB1 inh: 0.2; Pf gamet viab: 3.0; Rac1 wt modul: 96.0

How did Cc1cccc(N(CC(N)=O)C2SC(=O)NC2=O)c1 (stereo not drawn) do in these assays?
Cdc42 wt: 100.0; Rab7 wt modul: 98.0; HRas wt GTP: 99.0; GSH fluor: 34; ABCG2 inh: 3.1; Avidin bead fluor: 8; Rac1 mut GTP: 99.0; Rab2 wt GTP: 100.0; ABCB1 inh: 0.2; Rac1 wt modul: 102.0

What do the screens show for `Cc1ccc(-n2nc3cc(C)c(N)cc3n2)cc1`?
Cdc42 wt: 106.0; Rab7 wt modul: 105.0; HRas wt GTP: 104.0; GSH fluor: 10; ABCG2 inh: 0.0; Avidin bead fluor: 9; Rac1 mut GTP: 100.0; Rab2 wt GTP: 104.0; ABCB1 inh: 0.1; Rac1 wt modul: 107.0

How did CN(C)c1ccc(/C=N\NC(=S)SCN2C(=O)C3CCC(C)(C2=O)C3(C)C)cc1 (stereo not drawn) do in these assays?
Cdc42 wt: 97.0; Rab7 wt modul: 92.0; HRas wt GTP: 99.0; GSH fluor: 63; ABCG2 inh: 0.0; Avidin bead fluor: 6; Rac1 mut GTP: 99.0; Rab2 wt GTP: 99.0; ABCB1 inh: 0.0; Pf gamet viab: -26.8; Rac1 wt modul: 102.0

What do the screens show for `CC(=O)OC1C2CCC1C([N+]1(C)CCCCC1)CC2` (stereo not drawn)?
Cdc42 wt: 97.0; Rab7 wt modul: 94.0; HRas wt GTP: 96.0; GSH fluor: 12; ABCG2 inh: 6.2; Avidin bead fluor: 10; Rac1 mut GTP: 97.0; Rab2 wt GTP: 94.0; ABCB1 inh: 0.0; Pf gamet viab: 15.9; Rac1 wt modul: 101.0

Results for CC1CN(c2nc(-c3ccc(Br)cc3)nnc2-c2ccccc2)CC(C)N1 (stereo not drawn) ?
Cdc42 wt: 99.0; Rab7 wt modul: 102.0; HRas wt GTP: 102.0; GSH fluor: 54; ABCG2 inh: 2.6; Avidin bead fluor: 23; Rac1 mut GTP: 97.0; Rab2 wt GTP: 102.0; ABCB1 inh: 1.2; Rac1 wt modul: 102.0

Results for COc1ccc(C2C=C(c3ccc(Cl)cc3)Nc3nc(NC(C)=O)nn32)cc1 (stereo not drawn) ?
Cdc42 wt: 107.0; Rab7 wt modul: 102.0; HRas wt GTP: 105.0; GSH fluor: 23; ABCG2 inh: 2.9; Avidin bead fluor: 15; Rac1 mut GTP: 98.0; Rab2 wt GTP: 106.0; ABCB1 inh: 0.5; Rac1 wt modul: 103.0

What do the screens show for `Cc1cc(OCC(=O)NCc2ccncc2)ccc1Cl`?
Cdc42 wt: 100.0; Rab7 wt modul: 105.0; HRas wt GTP: 101.0; GSH fluor: 12; ABCG2 inh: 4.0; Avidin bead fluor: 12; Rac1 mut GTP: 99.0; Rab2 wt GTP: 99.0; ABCB1 inh: 1.3; Pf gamet viab: -36.8; Rac1 wt modul: 106.0

How did CCCn1cnc2c(cnn2-c2ccc(F)cc2)c1=O do in these assays?
Cdc42 wt: 105.0; Rab7 wt modul: 103.0; HRas wt GTP: 103.0; GSH fluor: 14; ABCG2 inh: 0.1; Avidin bead fluor: 22; Rac1 mut GTP: 100.0; Rab2 wt GTP: 102.0; ABCB1 inh: 0.0; Rac1 wt modul: 109.0

How did COCCCN1CC23C=CC(O2)C(C(=O)O)C3C1=O (stereo not drawn) do in these assays?
Cdc42 wt: 97.0; Rab7 wt modul: 96.0; HRas wt GTP: 96.0; GSH fluor: 24; ABCG2 inh: 2.3; Avidin bead fluor: 6; Rac1 mut GTP: 95.0; Rab2 wt GTP: 97.0; ABCB1 inh: 0.3; Rac1 wt modul: 94.0

How did O=S(=O)(c1ccc(Cl)c(NC(=S)N/N=C/c2c(F)cccc2F)c1)N1CCOCC1 do in these assays?
Cdc42 wt: 98.0; Rab7 wt modul: 100.0; HRas wt GTP: 97.0; GSH fluor: 19; ABCG2 inh: -4.9; Avidin bead fluor: 13; Rac1 mut GTP: 97.0; Rab2 wt GTP: 99.0; ABCB1 inh: -0.4; Pf gamet viab: -43.0; Rac1 wt modul: 102.0

What do the screens show for `Cc1ccc(NC(=O)CS(=O)CC(=O)N(c2ccccc2)C(C)C(=O)NC2CCCC2)cc1` (stereo not drawn)?
Cdc42 wt: 103.0; Rab7 wt modul: 99.0; HRas wt GTP: 102.0; GSH fluor: 37; ABCG2 inh: 5.5; Avidin bead fluor: 8; Rac1 mut GTP: 100.0; Rab2 wt GTP: 101.0; ABCB1 inh: 0.2; Pf gamet viab: -19.5; Rac1 wt modul: 108.0

What do the screens show for `COc1ccc(-c2nc(C#N)c(N3CCCCCC3)o2)cc1OC`?
Cdc42 wt: 97.0; Rab7 wt modul: 99.0; HRas wt GTP: 96.0; GSH fluor: 15; ABCG2 inh: 7.8; Avidin bead fluor: 15; Rac1 mut GTP: 93.0; Rab2 wt GTP: 93.0; ABCB1 inh: 2.9; Pf gamet viab: 3.3; Rac1 wt modul: 93.0

How did Cc1noc(NS(=O)(=O)c2ccc(N/C=C/C(=O)c3ccc(F)cc3)cc2)c1C do in these assays?
Cdc42 wt: 97.0; Rab7 wt modul: 101.0; HRas wt GTP: 96.0; GSH fluor: 8; ABCG2 inh: 0.4; Avidin bead fluor: 13; Rac1 mut GTP: 92.0; Rab2 wt GTP: 96.0; ABCB1 inh: -0.6; Pf gamet viab: -3.3; Rac1 wt modul: 97.0

Results for CC(C)(C)c1ccc(Cn2c(=N)n(CC(O)c3ccco3)c3ccccc32)cc1 (stereo not drawn) ?
Cdc42 wt: 97.0; Rab7 wt modul: 96.0; HRas wt GTP: 94.0; GSH fluor: 17; ABCG2 inh: 0.8; Avidin bead fluor: 19; Rac1 mut GTP: 98.0; Rab2 wt GTP: 95.0; ABCB1 inh: 0.4; Rac1 wt modul: 99.0

Results for O=C(NCc1ccccc1)c1noc2c1CCCCC2 ?
Cdc42 wt: inconclusive; Rab7 wt modul: inconclusive; HRas wt GTP: inconclusive; GSH fluor: 23; ABCG2 inh: 2.0; Avidin bead fluor: 14; Rac1 mut GTP: inconclusive; Rab2 wt GTP: inconclusive; ABCB1 inh: 0.6; Pf gamet viab: -2.5; Rac1 wt modul: inconclusive

How did COc1ccc(C2N3CC4(C)CN2CC(C)(C3)C4O)cc1 (stereo not drawn) do in these assays?
Cdc42 wt: 103.0; Rab7 wt modul: 100.0; HRas wt GTP: 101.0; GSH fluor: 25; ABCG2 inh: -3.7; Avidin bead fluor: 8; Rac1 mut GTP: 99.0; Rab2 wt GTP: 100.0; ABCB1 inh: -2.5; Rac1 wt modul: 102.0

What do the screens show for `O=C(COc1ccc(OCc2ccccc2)cc1)NC1CCOC1=O` (stereo not drawn)?
Cdc42 wt: 104.0; Rab7 wt modul: 100.0; HRas wt GTP: 104.0; GSH fluor: 14; ABCG2 inh: 0.4; Avidin bead fluor: 7; Rac1 mut GTP: 101.0; Rab2 wt GTP: 106.0; ABCB1 inh: -0.1; Pf gamet viab: 3.6; Rac1 wt modul: 102.0

What do the screens show for `Cc1ccc(C2(C)NC(=O)N(CC(=O)c3ccc(Cl)s3)C2=O)cc1` (stereo not drawn)?
Cdc42 wt: 97.0; Rab7 wt modul: 99.0; HRas wt GTP: 97.0; GSH fluor: 6; ABCG2 inh: -5.5; Avidin bead fluor: 3; Rac1 mut GTP: 97.0; Rab2 wt GTP: 95.0; ABCB1 inh: 0.1; Rac1 wt modul: 102.0

What do the screens show for `COc1ccc(CCNC(=O)c2ccc(CS(=O)(=O)c3ccc(Br)cc3)o2)cc1OC`?
Cdc42 wt: 103.0; Rab7 wt modul: 107.0; HRas wt GTP: 104.0; GSH fluor: 12; ABCG2 inh: 5.1; Avidin bead fluor: 24; Rac1 mut GTP: 100.0; Rab2 wt GTP: 105.0; ABCB1 inh: 1.2; Rac1 wt modul: 101.0

What do the screens show for `COc1ccccc1NC(=O)CC1C(=O)Nc2c1c(=O)n(C)c(=O)n2C` (stereo not drawn)?
Cdc42 wt: 99.0; Rab7 wt modul: 92.0; HRas wt GTP: 97.0; GSH fluor: 76; ABCG2 inh: -0.8; Avidin bead fluor: 11; Rac1 mut GTP: 100.0; Rab2 wt GTP: 96.0; ABCB1 inh: -0.1; Rac1 wt modul: 98.0

What do the screens show for `Cc1nnc(C)n1/N=C/c1ccc(C(C)C)cc1`?
Cdc42 wt: 101.0; Rab7 wt modul: 104.0; HRas wt GTP: 100.0; GSH fluor: 17; Avidin bead fluor: 6; Rac1 mut GTP: 100.0; Rab2 wt GTP: 101.0; Pf gamet viab: 9.2; Rac1 wt modul: 103.0

Results for Cc1ccc(NC2=CC(=O)CCC2)cc1C ?
Cdc42 wt: 99.0; Rab7 wt modul: 98.0; HRas wt GTP: 101.0; GSH fluor: 7; ABCG2 inh: 4.6; Avidin bead fluor: 11; Rac1 mut GTP: 100.0; Rab2 wt GTP: 99.0; ABCB1 inh: 1.3; Pf gamet viab: -12.2; Rac1 wt modul: 100.0
